Source: PubChem
D1 antag: Antagonist of Human D 1 Dopamine Receptor: qHTS; D(1A) dopamine receptor (Homo sapiens), P21728; HEK293 TREx D1 cells, calcium flux, dopamine EC80; active compounds read low; activity change, negative = inhibition, % at 10 µM; 3.2% of 360,000 active; AID 504652, 2011; in the data active = activity change below about -30%; also: % is scaled to controls: 0 for no effect and ±100 for the full control effect
Target sequence (P21728 whole entry, looked up): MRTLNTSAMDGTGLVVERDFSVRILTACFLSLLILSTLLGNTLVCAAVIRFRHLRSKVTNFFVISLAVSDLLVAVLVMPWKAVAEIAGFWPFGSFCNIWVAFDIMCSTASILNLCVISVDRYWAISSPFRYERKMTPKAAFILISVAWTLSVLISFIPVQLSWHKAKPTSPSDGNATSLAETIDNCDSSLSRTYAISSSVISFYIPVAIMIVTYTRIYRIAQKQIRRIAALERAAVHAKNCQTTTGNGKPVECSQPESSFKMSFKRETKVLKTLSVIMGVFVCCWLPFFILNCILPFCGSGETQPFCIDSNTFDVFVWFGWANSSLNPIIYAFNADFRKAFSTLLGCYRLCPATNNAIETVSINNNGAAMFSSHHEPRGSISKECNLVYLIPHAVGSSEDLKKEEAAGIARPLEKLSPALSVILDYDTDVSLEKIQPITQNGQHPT
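Calcium flux readout: force-coupled, inducible Hek293 Trex D1 line, cells induced overnight at 30 C with tetracycline, dye-loaded 30–90 min at RT. Antagonism scored against EC80 dopamine challenge given 180 s after compound.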
D2 antagonist: HTS Assay for Allosteric Antagonists of the Human D2 Dopamine Receptor: Primary Screen for Antagonists; D(2) dopamine receptor (Homo sapiens), P14416; HEK293 TREx D2 cells, calcium flux, dopamine EC80; inhibition, % at 10 µM; 2% of 340,000 active; in the data active = inhibition above about 30%; also: 0% is about no effect
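Calcium mobilization kinetics were recorded at 1 s intervals in tetracycline-induced HEK293 T-REx D2 cells, first for 180 s after compound addition and then 180 s after EC80 dopamine.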
TRHR PAM: qHTS for Small Molecule Agonists and Allosteric Enhancers of Human TRH Receptor: Primary Screen for Enhancers. 0.66% of 360,000 active. AID 493056, 2011. TRHR cells, fluo-8 calcium fluorescence, EC20 TRH enhancement. enhancement, % at 2 µM; in the data active = enhancement above about 30%; also: 0% is about no effect
Target sequence (P34981 whole entry, looked up): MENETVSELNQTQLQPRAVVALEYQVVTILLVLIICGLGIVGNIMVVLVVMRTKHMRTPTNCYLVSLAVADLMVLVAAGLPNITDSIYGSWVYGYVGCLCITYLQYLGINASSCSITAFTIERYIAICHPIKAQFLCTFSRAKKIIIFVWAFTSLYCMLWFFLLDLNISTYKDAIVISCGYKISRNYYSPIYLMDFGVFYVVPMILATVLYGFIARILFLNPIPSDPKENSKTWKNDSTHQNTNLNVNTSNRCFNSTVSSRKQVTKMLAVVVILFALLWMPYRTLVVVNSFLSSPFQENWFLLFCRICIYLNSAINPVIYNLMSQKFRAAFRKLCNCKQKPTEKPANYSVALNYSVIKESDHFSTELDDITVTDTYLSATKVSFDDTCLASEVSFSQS
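TRHR-expressing cells loaded with fluo-8 calcium dye were read kinetically (ex 480/em 530) during compound addition, then stimulated with an EC20 of TRH (10 nM final). Enhancement of the Gq-mediated intracellular calcium response was scored.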
TRHR ag: qHTS for Small Molecule Agonists and Allosteric Enhancers of Human TRH Receptor: Primary Screen for Agonists; Thyrotropin-releasing hormone receptor (Homo sapiens), P34981; TRHR cells, calcium flux fluo-8, FDSS agonist mode; activation, % at 2 µM; 0.18% of 360,000 active; also: 0% is about no effect
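TRHR-expressing cells loaded with fluo-8 calcium dye; 23 nL library compound pin-transferred, kinetic FDSS fluorescence (Ex 480/Em 530) recorded about 180 s for agonist-induced calcium release, before a 10 nM TRH EC20 addition for potentiator mode.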
D2 ag: HTS Assay for Allosteric Agonists of the Human D2 Dopamine Receptor: Primary Screen for Agonists. activation, % at 2 µM. HEK293 T-REx D2 cells, calcium flux agonist mode. D(2) dopamine receptor (Homo sapiens), P14416. AID 485358, 2010. 0.53% of 340,000 active;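 active = activation over 3 SD above normal in the single-dose calcium agonist read, cut at about 30% in these data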; also: 0% is about no effect
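Agonism scored from kinetic calcium signal (1 read/sec, 180 s) following compound pin transfer, after a 10 s baseline. Cells: HEK293 Trex line expressing inducible D2 receptor coupled to calcium, dye-loaded after overnight culture at 30 C.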
D1 ag: Allosteric Agonists of the Human D1 Dopamine Receptor: qHTS. 1% of 360,000 active. activation, % at 2 µM. HEK293 T-REx D1 cells, calcium flux, agonist mode. D(1A) dopamine receptor (Homo sapiens), P21728. AID 504660, 2011; also: 0% is about no effect
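Inducible HEK293 T-REx D1 cells, force-coupled to calcium signalling, were plated at 4000 cells/well with tetracycline and held overnight at 30 C. After no-wash calcium dye loading, compound-evoked calcium rise over 180 s flagged agonists.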
D1 PAM: Potentiators of Human D1 Dopamine Receptor: qHTS; 0.036% of 360,000 active; AID 504651, 2011; potentiation, % at 10 µM; D(1A) dopamine receptor (Homo sapiens), P21728; HEK293 TREx D1 cells, calcium flux, dopamine EC20 potentiation; in the data active = potentiation above about 30%; also: 0% is about no effect
D2 potentiator: HTS Assay for Positive Allosteric Modulators of the Human D2 Dopamine Receptor: Primary Screen for Potentiators; HEK293 T-REx D2, calcium flux, EC20 dopamine potentiation; potentiation, % at 10 µM; 0.34% of 340,000 active; AID 485347, 2010;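 active = potentiation over 3 SD above the plate norm, cut at about 30% in these data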; also: 0% is about no effect
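Using a no-wash calcium dye in inducible, force-coupled HEK293 Trex cells expressing D2, we tracked fluorescence each second for 180 s after compound, then for 180 s after EC20 dopamine to detect augmented signalling.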
RXFP1 antag: qHTS Assay for Antagonists of the Relaxin Receptor RXFP1; Relaxin receptor 1 (Homo sapiens), Q9HBX9; HEK293-RXFP1, relaxin-stimulated cAMP HTRF, 30 min; active compounds read low; AID 1259400, 2018; activity change, negative = inhibition, % at 57.5 µM; 0.59% of 350,000 active;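 active = activity change of -60% or lower, but not beyond a set lower limit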; also: % is scaled to controls: 0 for no effect and ±100 for the full control effect
* hit, by the source's call; . = not tested or not shown; & = joins results of further samples; ! = not confirmed by another sample. Rule as the data show it, unless noted: active = activation above about 30%; inactive = the rest.

SMILES	D1 antag	D2 antagonist	TRHR PAM	TRHR ag	D2 ag	D1 ag	D1 PAM	D2 potentiator	RXFP1 antag
COc1ccc2cc3c(N)nn(C(=O)c4ccc(OC)c(OC)c4)c3nc2c1	4	.	7	0.9	0.2	2	-3	10	-8
COc1ccc(C2CC(=O)NC(=O)C2)cc1	7	-29	0	0.5	1.1	0	-1	13	10
CCOC(=O)N1CCN(C(=O)c2cc3c(=O)n(C)c4ccccc4c3n2C)CC1	18	7	0	-0.6	-0.5	0	-2	-11	.
CC(Sc1nc2ccccc2c(=O)n1C)C(=O)Nc1ccc2c(c1)OCCO2 (stereo not drawn)	1	.	-6	-0.7	.	1	-1	.	5
COCCN(CC1CCCN(C2Cc3ccccc3C2)C1)C(=O)CCC(C)=O (stereo not drawn)	10	.	2	-0.3	.	1	-2	-2	1
COc1ccc(S(=O)(=O)N2CCOCC2)cc1NC(=O)COc1ccccc1OC	-3	-40	4	-0.1	-0.3	1	-2	2	-4
COc1cccc(Nc2nc3ccccc3n3cnnc23)c1	5	-4	-2	-1.2	-0.4	-1	-3	6	.
Cc1coc2cc3oc(=O)c(CC(=O)N4C[C@H]5C[C@@H](C4)c4cccc(=O)n4C5)c(C)c3cc12	-4	22	0	-0.1	-2.0	3	13	-6	.
CO/N=C(\Cn1ncc(NC2CCCCC2)c(Br)c1=O)c1ccc(Cl)cc1	-19	8	-5	0.0	0.0	5	2	-7	-24
CN(C)CCNC(=O)c1cc(Sc2ccc(F)cc2)nc2ccccc12	-24	-1	-6	3.3	9.0	23	-6	-12	.
Cc1cc(N2CCCCC2)nc2ccc(NC(=O)c3ccc(F)cc3)cc12	2	.	-3	0.0	0.5	-1	-2	14	.
COc1ccc([N+](=O)[O-])cc1NC(=S)NC(NC(=O)Cc1ccc(OC)c(OC)c1)C(Cl)(Cl)Cl (stereo not drawn)	-1	74*	7	0.8	-0.7	0	-2	-18	-30
Cc1cc(C)c(NC(=S)N(CCCN2CCOCC2)Cc2cccnc2)c(C)c1	10	-12	-1	-0.7	-0.1	1	-1	-15	3
N#Cc1nc(Cc2cccc3ccccc23)oc1N1CCCCC1	-6	-42	3	-0.3	-0.7	9	-6	16	-10
CCn1c(CN2CCCCC2)nc2cc(NC(=O)c3ccccc3[N+](=O)[O-])ccc21	4	.	-1	0.4	.	-1	1	-8	-4
O=C(NNc1ccnc2cc(Cl)ccc12)C1CCCCC1	-32*	-8	2	-0.2	0.3	14	-4	3	-9
Cc1ccccc1N(C(=O)c1snc(C(N)=O)c1N)C(C)C(=O)NC1CCCCC1 (stereo not drawn)	1	10	4	-0.9	-0.6	0	6	0	-3
C=C1c2cc3c(cc2NC(=S)N1Cc1ccccc1)OCO3	-10	-5	7	-0.4	-1.5	-1	1	7	-2
Cc1ccc(C(=O)C(C)Sc2nnc(N)s2)cc1 (stereo not drawn)	-16	24	0	-1.8	1.2	2	0	12	-12
Cc1cccc(-c2noc(CN(C(=O)c3ccccc3Cl)C(C)C)n2)c1	-14	.	-6	1.0	1.3	7	-1	-2	-3
CCOc1ccccc1CNC(=O)c1ccc2c(c1)N(Cc1ccc(C)cc1)CCS2	-4	.	-7	0.0	-0.3	0	-1	-4	6
CCCCN(C(=O)c1cc(OC)c(OC)c(OC)c1)C1=CC2CCC(C1)N2C (stereo not drawn)	-2	21	-8	-0.2	0.2	1	-6	7	3
CCS(=O)(=O)N1Cc2ccccc2CC1C(=O)Nc1nnc(C2CC2)s1 (stereo not drawn)	11	7	5	0.2	3.5	4	2	4	-9
Cc1ccc(NC(=O)c2cccc(N3C(=O)CCC3=O)c2)nc1	26	.	-3	0.0	.	4	1	.	-7
O=C(c1c(F)cccc1F)N1CCN(c2ncccn2)CC1	11	-6	-1	-0.7	1.0	-2	-6	-9	3
O=c1c2cn[nH]c2nc(SCc2ccccc2F)n1-c1ccc(Br)cc1	-15	12	1	-0.7	-1.4	5	-11	18	-33
COc1ccccc1C(=O)NN=C1CCN(Cc2ccccc2)CC1	-14	-2	0	0.1	0.0	2	9	-6	-1
COc1ccc(S(=O)Cc2ccc(C(=O)N3CCN(c4cccc(C)c4C)CC3)o2)cc1 (stereo not drawn)	-42*!	3	-7&3	-0.4&-0.9	1.4&-0.4	11&5	1&-2	2&-1	-10&5
CC(C)C[C@@H](N)c1nnc(SCC(=O)c2ccc(Cl)cc2)o1	-11	4	3	-0.4	0.4	0	-2	-1	-19
CCOC(=O)c1c(NC(=O)CN2C(=O)NC3(CCC(C)CC3)C2=O)sc(C)c1-c1ccc(C)cc1 (stereo not drawn)	-3	-18	3	-0.8	-1.5	2	-1	30	-18
O=C(Cn1cc[n+](CC(=O)c2ccccc2)c1)c1ccccc1	-6	.	-2	0.6	.	1	-2	.	1
CC1CC(C)CN(C(=O)CN2CCN(Cc3ccc(Cl)cc3)C2=O)C1 (stereo not drawn)	-6	13	-6	-1.6	0.4	1	-5	5	0
COC(=O)c1ccccc1S(=O)(=O)N1CCC(C(=O)N(C)CCOc2ccccc2)CC1	-11	15	4	0.0	0.4	2	-7	0	-4
CCCCN1CCNC[C@@H]1c1ccccc1	.	-8	-3	-0.3	-0.4	3	-1	14	.
C1=C(CCNc2nnnn2-c2ccccc2)CCCC1	-8	3	2	-0.2	-0.3	3	-1	-11	-10
Cc1ccc(NC(=O)CC2C(=O)NCCN2C(=O)c2ccc(F)cc2)cc1 (stereo not drawn)	-7	-18	4	-0.5	-2.2	-1	7	28	-13

12 compounds already listed, sorted by molar mass, low to high.
SMILES	D1 antag	D2 antagonist	TRHR PAM	TRHR ag	D2 ag	D1 ag	D1 PAM	D2 potentiator	RXFP1 antag
CCCCN1CCNC[C@@H]1c1ccccc1	.	-8	-3	-0.3	-0.4	3	-1	14	.
C1=C(CCNc2nnnn2-c2ccccc2)CCCC1	-8	3	2	-0.2	-0.3	3	-1	-11	-10
O=C(Cn1cc[n+](CC(=O)c2ccccc2)c1)c1ccccc1	-6	.	-2	0.6	.	1	-2	.	1
COc1ccccc1C(=O)NN=C1CCN(Cc2ccccc2)CC1	-14	-2	0	0.1	0.0	2	9	-6	-1
CC1CC(C)CN(C(=O)CN2CCN(Cc3ccc(Cl)cc3)C2=O)C1 (stereo not drawn)	-6	13	-6	-1.6	0.4	1	-5	5	0
Cc1ccc(NC(=O)CC2C(=O)NCCN2C(=O)c2ccc(F)cc2)cc1 (stereo not drawn)	-7	-18	4	-0.5	-2.2	-1	7	28	-13
CCCCN(C(=O)c1cc(OC)c(OC)c(OC)c1)C1=CC2CCC(C1)N2C (stereo not drawn)	-2	21	-8	-0.2	0.2	1	-6	7	3
CCS(=O)(=O)N1Cc2ccccc2CC1C(=O)Nc1nnc(C2CC2)s1 (stereo not drawn)	11	7	5	0.2	3.5	4	2	4	-9
O=c1c2cn[nH]c2nc(SCc2ccccc2F)n1-c1ccc(Br)cc1	-15	12	1	-0.7	-1.4	5	-11	18	-33
COc1ccc(S(=O)Cc2ccc(C(=O)N3CCN(c4cccc(C)c4C)CC3)o2)cc1 (stereo not drawn)	-42*!	3	-7&3	-0.4&-0.9	1.4&-0.4	11&5	1&-2	2&-1	-10&5
COC(=O)c1ccccc1S(=O)(=O)N1CCC(C(=O)N(C)CCOc2ccccc2)CC1	-11	15	4	0.0	0.4	2	-7	0	-4
CCOC(=O)c1c(NC(=O)CN2C(=O)NC3(CCC(C)CC3)C2=O)sc(C)c1-c1ccc(C)cc1 (stereo not drawn)	-3	-18	3	-0.8	-1.5	2	-1	30	-18

Next structures
SMILES	D1 antag	D2 antagonist	TRHR PAM	TRHR ag	D2 ag	D1 ag	D1 PAM	D2 potentiator	RXFP1 antag
Cc1ccc2[nH]cc(CCCN3C(=O)c4ccccc4C3=O)c2c1	-15	-7	-4	-1.2	-0.7	4	-1	0	-8
CN1CCN(Cc2c(O)c(Cl)cc3c(-c4ccccc4)cc(=O)oc23)CC1	5	1	12	2.1	0.8	3	-13	-9	1
O=C(O)CCCC(=O)Nc1ccc(OCc2nc3ccccc3s2)cc1	3	0	-3	0.3	0.5	3	-1	-6	-5
CCOc1ccc(CCNC(=O)CCSCc2cccc(Cl)c2)cc1OCC	8	.	0	-1.0	0.8	1	-1	-8	-2
Cc1ccc(C(=O)C2OC(=O)C(C)(C)C(=O)C2(C)C)cc1 (stereo not drawn)	-1	4	-2	-0.4	-1.2	1	0	4	3
CCOc1ccccc1N(C)S(=O)(=O)c1ccc2c(c1)N(C(C)=O)CCO2	4	-5	-10	-0.6	-0.7	3	1	5	8
O=C(O)CN1C(=O)CCS(=O)c2ccccc21 (stereo not drawn)	1	4	7	0.5	0.9	-2	-2	-8	.
O=C(NC(=S)NC1CCCC1)c1ccccc1	11	3	-3	-0.3	0.3	2	-3	-5	-11
C/C=C/C=C\C(=O)Nc1cccc(C2=NOC3(C2)C[C@@H](C(N)=O)N(C(=O)c2cc([N+](=O)[O-])cc([N+](=O)[O-])c2)C3)c1 (stereo partly drawn)	3	4	-1	-0.1	0.2	2	1	-1	.
COc1ccc(CCNC(=O)c2nn(C)c3c2CS(=O)(=O)c2ccccc2-3)c(OC)c1	1	-7	-8	-1.1	0.0	3	1	-3	-21
O=C(O)CCCn1ccc2cc(S(=O)(=O)N3CCCC3)ccc21	21	17	1	0.5	1.7	3	0	-3	-1
COc1ccc(OC(=O)CCc2c[nH]c3ccccc23)cc1	-10	0	-1	0.0	0.2	7	1	-5	-25
O=C1COc2ccc(C(=O)CSc3ccc(Br)cc3)cc2N1	-5	12	-1	-0.2	0.2	1	-1	1	1
CCc1nnc(NS(=O)(=O)c2ccc(NC(=O)c3cccc4ccccc34)cc2)s1	31	-6	-5	-0.2	-0.3	-3	0	6	5
CCC(C)Sc1nc2c(c(=O)[nH]c(=O)n2C)n1Cc1ccccc1Cl (stereo not drawn)	-1	.	-8	-0.9	.	10	-5	.	-2
